Yp Topo-I inh – Y. pestis Topo-I inhibition via cleavage products; activity, % at 10 µM; actives 0.064% (n = 360,000); AID 504884; Y. pestis Topo-I cleavage product accumulation, plate reader; in the data active means activity above about 50%, passing the limit was not always enough; further: inactives centre near 2
PriA SSB inh – blocks PriA binding to SSB C-terminal tail; actives 0.6% (n = 430,000); AID 1272365; inhibition, % at 33 µM; AlphaScreen SSBct-PriA binding, biotinylated peptide; in the data active means inhibition mostly above about 37%, no sharp cut-off; inactive means mostly below about 20%;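 further: plate controls were negative control peptide for no effect and reference peptide for full effect; strong numbers were not always called active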
VHR inh abs – inhibitors of human VHR1 phosphatase (DUSP3) | AID 1654 | recombinant VHR phosphatase, pNPP absorbance | actives 0.52% (n = 290,000) | inhibition, % at 13.3 µM; in the data active means inhibition above about 50%; further: some compounds called inactive have numbers as strong as hits
Target sequence (P51452 whole entry, looked up): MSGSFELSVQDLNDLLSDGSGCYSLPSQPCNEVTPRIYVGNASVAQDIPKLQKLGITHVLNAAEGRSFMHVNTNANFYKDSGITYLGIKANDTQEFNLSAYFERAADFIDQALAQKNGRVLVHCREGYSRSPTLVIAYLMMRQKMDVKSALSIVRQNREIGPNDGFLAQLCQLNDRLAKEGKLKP
BoNT-A LC inh2 – BoNT A light chain protease inhibition. multiplex microsphere protease substrate cleavage, flow cytometry. inhibition, % at 10 µM. actives 0.17% (n = 360,000); further: plate controls were buffer without enzyme for full effect and enzyme alone for no effect
CCHFV vOTU inh – CCHFV vOTU protease inhibition; inhibition, % at 11.5 µM; Pep-AMC fluorescence; actives 0.55% (n = 370,000); AID 651958; in the data active means inhibition above about 30%; further: 0% = vehicle wells with enzyme and 100% = no enzyme wells
BH1578 lux ind – inducers of Vibrio cholerae quorum light production without autoinducers | V. cholerae BH1578 lux reporter, luminescence, 6 h | activation, % at 18.7 µM | actives 0.16% (n = 350,000); in the data active means activation mostly above about 9.7%, no sharp cut-off; further: not every result past the cut was called active; inactives centre near 0; reference of the scale not given here
PfHsp40 rescue – restores yeast growth despite PfHsp40 toxicity. growth rescue, % at 12.5 µM. S. cerevisiae expressing PfHsp40, growth rescue, ATP luminescence. actives 0.68% (n = 340,000); in the data active means growth rescue above about 28%, passing the limit was not always enough;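 further: yeast W303a lacking pdr1 and pdr3 grown in galactose medium; growth measured after three days at 30 °C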
Anthrax LF inh2 – blocks Bacillus anthracis lethal factor protease; P15917; multiplex microsphere protease cleavage assay, LF; inhibition, % at 10 µM; actives 0.12% (n = 360,000); further: plate controls were buffer without enzyme for full effect and enzyme alone for no effect
Target sequence (P15917 whole entry, looked up): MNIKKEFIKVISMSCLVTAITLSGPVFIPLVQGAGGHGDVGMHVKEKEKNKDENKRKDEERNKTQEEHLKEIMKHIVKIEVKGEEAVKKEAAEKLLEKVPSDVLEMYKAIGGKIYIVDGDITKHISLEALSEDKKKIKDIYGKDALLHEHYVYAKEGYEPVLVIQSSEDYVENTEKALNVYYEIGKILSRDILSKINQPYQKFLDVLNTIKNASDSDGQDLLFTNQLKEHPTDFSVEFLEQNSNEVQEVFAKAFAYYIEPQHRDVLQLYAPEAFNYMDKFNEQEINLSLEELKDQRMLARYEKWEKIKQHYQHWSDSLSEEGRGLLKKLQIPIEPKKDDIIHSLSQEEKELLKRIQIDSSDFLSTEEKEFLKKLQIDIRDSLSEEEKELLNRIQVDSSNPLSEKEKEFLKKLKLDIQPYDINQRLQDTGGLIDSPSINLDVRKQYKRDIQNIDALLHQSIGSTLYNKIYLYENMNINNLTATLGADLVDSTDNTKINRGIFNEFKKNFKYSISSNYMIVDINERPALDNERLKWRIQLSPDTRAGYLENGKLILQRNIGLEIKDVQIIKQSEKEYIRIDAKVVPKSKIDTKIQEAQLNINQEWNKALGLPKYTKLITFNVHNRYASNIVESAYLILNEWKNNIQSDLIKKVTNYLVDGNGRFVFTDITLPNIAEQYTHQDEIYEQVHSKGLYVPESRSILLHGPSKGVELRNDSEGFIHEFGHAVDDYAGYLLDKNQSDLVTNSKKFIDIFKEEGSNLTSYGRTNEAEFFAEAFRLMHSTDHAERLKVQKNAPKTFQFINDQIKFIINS
SARS 3CLpro inh – SARS-CoV 3CLpro protease inhibition. P0C6X7. recombinant SARS-CoV 3CLpro, quenched FRET peptide cleavage. inhibition, % at 6 µM. actives 0.14% (n = 290,000). AID 1706; in the data active means inhibition above about 12%
TcdB inh – inhibitors of Clostridioides difficile toxin B glycohydrolase; P18177; TcdB glycohydrolase enzymatic assay, plate reader; inhibition, % at 9.99 µM; actives 0.24% (n = 350,000); AID 652162; in the data active means inhibition above about 10%
* = called active by the depositor; i = inactive; . = not tested or not shown; & = joins results of further samples. Unless noted, no stated cut-off is given here; in the data, active means inhibition above about 30%; inconclusive means no clear call, values can overlap the other calls; inactive means below that. This is a subset, so the mix of outcomes need not match the whole.

compound | Yp Topo-I inh | PriA SSB inh | VHR inh abs | BoNT-A LC inh2 | CCHFV vOTU inh | BH1578 lux ind | PfHsp40 rescue | Anthrax LF inh2 | SARS 3CLpro inh | TcdB inh
Cc1ccc(NC(=O)CNCC2CCCCC2)cc1S(=O)(=O)N(C)C | 5 | -10 | -7 | . | 1 | -0.5 | -0.3 | . | -2 | 1.1
O=C(Cc1ccc(Cl)cc1)N1CCOCC1 | -5 | -3 | -13 | -3.2 | -12 | -0.8 | -1.2 | -1 | 9 | -0.2
COc1ccc(Cl)cc1NC(=O)CN(C)CC(=O)NC(C)c1ccccc1 (stereo unspecified) | 17 | -3 | 26 | -0.3 | 4 | -0.3 | 0.4 | 2 | 0 | 0.2
CCOc1ccc(N2CC(C(=O)Nc3c(C)n(C)n(-c4ccccc4)c3=O)CC2=O)cc1 (stereo unspecified) | 5 | -7 | 17 | -0.2 | -9 | -1.0 | -0.2 | 2 | -2 | 0.2
COCCCn1c(=O)cc(C)[nH]c1=S | -7 | 6 | 13 | 0.3 | 13 | -0.4 | -0.5 | 2 | -1 | 0.5
CSc1nsc(SCC(=O)Nc2cc(C(=O)O)ccc2C)n1 | 10 | -9 | 11 | 0.2 | 12 | i | -0.5 | 1 | 0 | 0.0
N#CCc1c(C#N)c(N)nc(N2CCCC(O)C2)c1C#N (stereo unspecified) | -10 | -5 | -8 | -0.5 | 13 | -0.4 | 0.1 | -4 | -1 | 1.4
O=C(NCc1ccncc1)c1ccc(Br)o1 | 17 | -8 | 12 | -1.4 | -2 | i | -1.8 | -3 | 4 | .
CCOC(=O)C1CC(=O)c2cc(OC)c(OC)cc2C1 (stereo unspecified) | 5 | -16 | 18 | -2.5 | -5 | i | -1.3 | 8 | 2 | 1.3
CCOC(=O)CN(C(=O)COc1nc(C)cc(C)c1C#N)c1ccc(F)cc1 | 7 | -6 | 5 | -0.9 | 5 | -0.3 | -0.4 | 5 | -3 | 0.8
CCN1CCN(C(=O)CN(C)S(=O)(=O)c2ccc(OC)c(C)c2)CC1 | -9 | -9 | 12 | 1.1 | 3 | -0.4 | 0.6 | 2 | 3 | .
CN(CCC#N)C(=S)Nc1ccc(F)cc1 | -3 | -1 | -7 | -0.2 | -7 | 0.6 | 1.8 | -7 | -5 | 0.9
Cc1cc(OCC(=O)N[C@@H](Cc2ccccc2)C(=O)O)c2c3c(c(=O)oc2c1)CCC3 | 17 | 1 | 21 | -0.3 | -34 | 0.1 | 0.6 | 1 | -1 | 0.8
C=CCn1c(=S)[nH]c2sc3c(c2c1=O)CCC3 | 6 | -7 | -18 | 0.5 | -1 | i | 0.1 | 4 | 0 | .
CCn1c(NCc2cc(Cl)ccc2O)nc2ccccc21 | -2 | -7 | 11 | -0.2 | 17 | -2.4 | 2.2 | -3 | 0 | 0.6

Further compounds.
compound | Yp Topo-I inh | PriA SSB inh | VHR inh abs | BoNT-A LC inh2 | CCHFV vOTU inh | BH1578 lux ind | PfHsp40 rescue | Anthrax LF inh2 | SARS 3CLpro inh | TcdB inh
O=C(NCc1cccnc1)c1cccnc1-c1nc2ccccc2s1 | -8 | -1 | -18 | 1.0 | 0 | -1.8 | 0.8 | 1 | 1 | .
CCC(C)(C)NC(=O)C(c1ccc(O)cc1)N(Cc1ccco1)C(=O)CCC(=O)Nc1ccccn1 (stereo unspecified) | 3 | -14 | 8 | -0.9 | 1 | -0.3 | 0.1 | -3 | 2 | 2.3
CSc1ccc(S(=O)(=O)NCC(=O)OCC(=O)NCCc2ccccc2)cc1[N+](=O)[O-] | 16 | -4 | . | 4.8 | -1 | -0.5 | -1.7 | -4 | . | -0.5
COC(=O)c1ccc(N/C=C/C(=O)c2ccccc2)cc1 | -6 | -9 | 4 | -2.4 | 5 | i | -3.1 | 6 | -2 | 0.7
O=C(CCCNc1ccccc1)N/N=C/c1cccs1 | -7 | . | 24 | 0.5 | 10 | -0.2 | 0.0 | 1 | 3 | 1.7
COc1ccc(N2CCN(C(=O)COC(=O)c3cccc(S(=O)(=O)Nc4ccccc4OC)c3)CC2)cc1 | 7 | 14 | . | -0.8 | -3 | -0.9 | 1.5 | -1 | . | 8.7
Cn1c(C(=O)N[C@@H](Cc2ccccc2)C(=O)NCCC(=O)O)cc2cc(Cl)ccc21 | -2 | 5 | 20 | 1.2 | -6 | 0.5 | -0.5 | -9 | 2 | 0.0
CCOc1ccc(NC(=O)CCC(=O)N/N=C2\CCCc3ccccc32)cc1 | -14 | . | 9 | -0.4 | 6 | 0.2 | -1.3 | 1 | -4 | 1.3
CCC(=O)c1ccc(-c2ccccc2)cc1 | -6 | -29 | -2 | -0.3 | -12 | -0.2 | -0.8 | -1 | 0 | .
O=C(Nc1ccc(Cl)cc1)OCCn1nnnc1C(c1ccccc1Cl)N1CCOCC1 (stereo unspecified) | 12 | 3 | -2 | -0.4 | 3 | i | -0.1 | -1 | 4 | .
O=C(Nc1ccccc1)c1ccccc1NS(=O)(=O)c1ccc(Cl)s1 | -4 | 7 | 18 | -1.0 | 20 | -0.2 | 0.9 | -3 | 1 | .
C=CCn1c(SCc2c(F)cccc2Cl)nnc1-c1ccco1 | 12 | -4 | 42 | -0.5 | 3 | i | -0.7 | -2 | 3 | .
CC1(C)CC(=O)C2=C(C1)N(c1ccc(Cl)cc1)C(=O)C2(O)C(F)(F)F (stereo unspecified) | -8 | -7 | -8 | -5.5 | 7 | -3.3 | -0.9 | -8 | 0 | .
COc1cc(C(=O)NCCC(=O)N2CCCCC2)cc(OC)c1OC | -2 | 1 | 9 | -1.5 | -18 | -0.8 | -1.3 | -16 | 1 | 2.5
CCOc1cc(/C=C2/C(=O)NC(=O)N(c3ccc(CC)cc3)C2=O)ccc1OC(=O)c1cccs1 | 7 | 3 | 22 | 0.4 | . | i | 0.9 | 2 | 4 | .

Next section.
compound | Yp Topo-I inh | PriA SSB inh | VHR inh abs | BoNT-A LC inh2 | CCHFV vOTU inh | BH1578 lux ind | PfHsp40 rescue | Anthrax LF inh2 | SARS 3CLpro inh | TcdB inh
COc1ccc(NC(=S)NC(=O)C2CCCCC2)cc1 | -2 | -2 | -3 | 0.6 | 9 | -3.1 | -0.5 | -2 | 5 | 0.4
CCCCOC(=O)C1CN(c2ccccc2)N=C1C(C)=O (stereo unspecified) | 0 | -94 | 7 | 3.5 | -2 | -0.4 | -0.8 | 3 | 2 | -0.7
Cc1noc(C)c1COc1ccc(C(=O)OCC(=O)NC2CCCCC2C)cc1 (stereo unspecified) | 21 | -13 | 21 | -0.7 | 11 | 0.5 | 0.6 | -11 | -4 | .
CCOC(=O)c1ccccc1NC(=O)COC(=O)CCCOc1ccccc1 | 30 | 5 | . | 4.0 | -2 | -0.7 | . | -3 | . | 3.2
CC(C)N(C)CCOC(=O)/C=C/c1ccccc1 | -9 | -8 | -16 | 2.0 | -22 | 0.4 | -1.2 | -2 | 6 | .
COc1ccc(/C=C(/NC(=O)c2ccc(OC)c(OC)c2)C(=O)NCCc2c[nH]c3ccccc23)cc1 | 2 | 1 | 5 | 1.3 | 0 | -0.5 | -0.7 | -4 | 1 | 2.3
Cc1nc(N)c2c(Cc3cccc4ccccc34)nn(C(C)(C)C)c2n1 | 6 | -13 | . | 0.7 | 18 | i | -0.1 | -2 | . | 1.0
Cc1cc(NC(=O)c2ccc(C)o2)no1 | 4 | 5 | 14 | 0.9 | 23 | -0.4 | -0.4 | 1 | -3 | 0.4
OC(c1cc(F)cc(Cl)c1)c1ncc(-c2ccc(Cl)cc2)[nH]1 (stereo unspecified) | -10 | . | . | -0.3 | 20 | -0.5 | . | -5 | . | -10
NC(=O)c1nsc(C(=O)N(c2ccccc2)C(C(=O)NCC2CCCO2)c2ccc(F)cc2)c1N (stereo unspecified) | 13 | -15 | 7 | 0.7 | -7 | -0.3 | 1.3 | -6 | 1 | 2.2
CC1CCN(C(=O)CSc2nnc(-c3ccc(S(=O)(=O)N4CCOCC4)cc3)n2C)CC1 | -6 | -3 | 9 | -0.5 | -14 | i | -0.1 | -2 | 1 | .
Cc1cccc(CCNC(=O)CCc2c(C)nc3ncnn3c2C)c1 | 0 | -7 | -1 | 0.0 | 8 | i | -0.3 | 2 | 5 | .
Cc1cc(Nc2ccccc2C(=O)O)n2ncnc2n1 | 2 | . | . | -0.4 | 2 | i | . | -1 | . | 1.0
Cc1ccc(/C=C/C(=O)N2CCc3ccccc32)o1 | 7 | -8 | 5 | 0.3 | 10 | -0.3 | 2.1 | -2 | 1 | .
CCOc1ccc(-n2cc(C(=O)Nc3cccc(Cl)c3)c3cc(OC)c(OC)cc3c2=O)cc1 | 24 | -11 | 0 | 1.7 | -12 | 0.7 | 0.3 | -2 | -3 | .

A run of entries of the results above, as a working copy:
compound | Yp Topo-I inh | PriA SSB inh | VHR inh abs | BoNT-A LC inh2 | CCHFV vOTU inh | BH1578 lux ind | PfHsp40 rescue | Anthrax LF inh2 | SARS 3CLpro inh | TcdB inh
C=CCn1c(SCc2c(F)cccc2Cl)nnc1-c1ccco1 | 12 | -4 | 42 | -0.5 | 3 | i | -0.7 | -2 | 3 | .
CC1(C)CC(=O)C2=C(C1)N(c1ccc(Cl)cc1)C(=O)C2(O)C(F)(F)F (stereo unspecified) | -8 | -7 | -8 | -5.5 | 7 | -3.3 | -0.9 | -8 | 0 | .
COc1cc(C(=O)NCCC(=O)N2CCCCC2)cc(OC)c1OC | -2 | 1 | 9 | -1.5 | -18 | -0.8 | -1.3 | -16 | 1 | 2.5
CCOc1cc(/C=C2/C(=O)NC(=O)N(c3ccc(CC)cc3)C2=O)ccc1OC(=O)c1cccs1 | 7 | 3 | 22 | 0.4 | . | i | 0.9 | 2 | 4 | .

(cont.)
compound | Yp Topo-I inh | PriA SSB inh | VHR inh abs | BoNT-A LC inh2 | CCHFV vOTU inh | BH1578 lux ind | PfHsp40 rescue | Anthrax LF inh2 | SARS 3CLpro inh | TcdB inh
NS(=O)(=O)c1ccc(CCNC(=O)c2ccccc2-c2ccccc2)cc1 | -1 | -2 | 22 | 1.4 | 6 | 3.6 | 0.2 | 18 | -1 | 1.0
CCCOc1ccc(C2C(=O)N(C3CCCCC3)CC(=O)N2CCC)cc1OC (stereo unspecified) | 16 | -6 | 19 | 0.4 | -11 | -0.6 | -1.0 | 1 | -8 | .
CCCCS(=O)CC(CS(=O)CCCC)OC(=O)c1ccc(C)cc1 (stereo unspecified) | -7 | -20 | 6 | -0.9 | 4 | i | -0.7 | 1 | 1 | .
CCc1ccc(OCC(=O)NC(=S)Nc2ccc(C(=O)O)cc2)cc1 | 3 | -17 | 13 | -0.1 | -11 | -0.3 | 0.4 | -6 | -3 | -0.2
CC1=Nc2cccc3cccc(c23)N1C | -8 | 7 | -4 | 0.4 | 3 | -0.4 | -0.4 | 3 | 13* | .
O=C(NC12CC3CC(CC(C3)C1)C2)N1CCN(c2ncccn2)CC1 | 14 | -8 | 33 | 0.3 | 1 | i | -0.5 | 0 | 1 | 0.1
CCCNC(=O)CCNC(=O)c1ccc(C(C)(C)C)cc1 | 4 | -30 | 8 | 0.1 | -8 | i | 0.9 | -6 | 1 | .
O=C(CCCCCN1C(=O)c2cccc3cccc(c23)C1=O)N1CCOCC1 | 0 | -13 | 2 | -0.1 | -15 | i | -1.8 | -5 | 0 | .
CCC(=O)NC(c1ccco1)c1cc(Br)c2cccnc2c1O (stereo unspecified) | 5 | . | . | 1.4 | 13 | -0.4 | . | 2 | . | -0.4
FC(F)Oc1ccc(NC(=S)N2CCc3ccccc32)cc1 | 5 | 1&-16 | 10 | -0.5 | -3 | i | -1.1 | -1 | -5 | 2.0
Clc1ccc(SCc2cc(-c3ccc(Cl)cc3)on2)cc1 | 9 | -15 | 9 | 0.1 | 2 | 2.1 | 0.6 | -3 | 0 | .
c1ccc(CSc2ncn(-c3ccccc3)n2)cc1 | 10 | -61 | 19 | -0.3 | 3 | -1.3 | 3.0 | -7 | -1 | .
CCN(CC)CCN1CNC(=S)N(c2ccccc2OC)C1 | -6 | -3 | 17 | . | -7 | -0.4 | . | . | -2 | 0.2
COc1cc(C(=O)Nc2ccc(S(=O)(=O)NC(C)(C)C)cc2)cc(OC)c1OC | 3 | 0 | 13 | 1.0 | 1 | i | -0.2 | 0 | -1 | .
